Screening results deposited in PubChem BioAssay by National Center for Advancing Translational Sciences (NCATS).
Tau fibril ThT: tau fibrillization inhibition (ThT binding); P10636; recombinant tau K18 P301L (four-repeat tau fragment), heparin-induced fibrillization, ThT fluorescence; Potency, µM (top dose mostly 57.4 µM), without a hit: at the highest dose activity, negative = inhibition, usual class: inhibitors; actives 2.1% (n = 270,000); also: nearly all actives have a fitted effect of over 55% in size
Target sequence (P10636 561-689 P618L limits assumed): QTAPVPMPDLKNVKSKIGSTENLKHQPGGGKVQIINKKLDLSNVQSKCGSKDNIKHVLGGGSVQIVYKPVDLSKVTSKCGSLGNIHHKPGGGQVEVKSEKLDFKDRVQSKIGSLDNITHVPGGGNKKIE
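In this qHTS, human K18 P301L tau is incubated with compound and heparin for 6 hr at 37 C, and Thioflavin T fluorescence then reports fibril load.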
Tau fibril FP: tau fibrillization inhibition (FP) | AID 1468 | P10636 | Potency, µM (highest dose often 57.7 µM), for the others: at the highest dose activity, negative = inhibition, hits mostly inhibitors | K18 P301L tau heparin fibrillization, Alexa594 FP, 6 h | actives 0.39% (n = 280,000); also: nearly all actives have a fitted effect of over 55% in size
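FP of Alexa 594-tau after heparin (20 uM) induction. Substrate: human K18 P301L, 15 uM unlabeled, 0.24 uM labeled. Buffer 100 mM sodium acetate pH 7. 6 hr, 37 C.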
TR SRC2 fluor cs: counter-screen for TRb-SRC2 inhibitors: fluorescence interference; TRb/SRC2 Texas Red total fluorescence interference; Potency, µM (highest dose often 106 µM), for the others: top-dose fluorescence change, negative = quenching; actives 0.29% (n = 280,000); AID 1479; active = well fitted curve in either direction with a large enough effect; inconclusive = small, poorly fitted or top-dose-only effect
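Human TRb ligand-binding domain at 0.6 uM with 20 nM Texas Red SRC2 peptide in Tris buffer containing 1 uM T3 and 5% DMSO, incubated with compound 5 h at ambient temperature. Total fluorescence (555/632 nm) calculated as parallel + 2 × perpendicular.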
TRb SRC2 PPI: TRbeta-SRC2 interaction inhibition; Potency, µM (highest dose often 106 µM), for the others: at the highest dose activity change, negative = inhibition, hits mostly inhibitors; AID 1469; TRbeta-SRC2 peptide binding, fluorescence polarization; receptor liganded with 1 µM T3; actives 0.065% (n = 280,000);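 also: plate controls were bound peptide for no effect and peptide without receptor for full effect; nearly all actives have a fitted effect of over 50% in size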
Target sequence (P10828 whole entry, looked up): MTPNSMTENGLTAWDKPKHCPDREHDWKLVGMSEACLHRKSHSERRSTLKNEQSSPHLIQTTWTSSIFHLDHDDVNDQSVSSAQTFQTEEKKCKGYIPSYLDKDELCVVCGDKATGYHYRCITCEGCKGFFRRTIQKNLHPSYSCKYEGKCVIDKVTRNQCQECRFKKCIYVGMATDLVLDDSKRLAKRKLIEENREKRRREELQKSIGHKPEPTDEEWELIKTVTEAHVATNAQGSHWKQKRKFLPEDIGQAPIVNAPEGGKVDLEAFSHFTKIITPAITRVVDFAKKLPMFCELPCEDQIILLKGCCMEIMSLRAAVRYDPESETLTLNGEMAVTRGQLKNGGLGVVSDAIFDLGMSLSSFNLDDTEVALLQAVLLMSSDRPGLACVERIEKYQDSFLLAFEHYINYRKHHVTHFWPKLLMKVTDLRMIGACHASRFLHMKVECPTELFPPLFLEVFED
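Fluorescence polarization of 20 nM Texas Red SRC2 peptide with 0.6 uM human TRb ligand-binding domain, in Tris buffer with 1uM T3 and 5% DMSO. Incubated 5 hr ambient; normalized to unbound and bound controls.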
GoLoco inh red: inhibitors of human Gai1-RGS12 GoLoco interaction (red fluorophore) | P63096 | Gai1:RGS12 GoLoco peptide FP, rhodamine, 10 min | Potency, µM (top dose mostly 61.6 µM), for the others: top-dose activity, negative = inhibition, usual class: inhibitors | actives 0.44% (n = 230,000) | AID 880; active = well fitted inhibition curve with a large enough effect, not every such curve was filed as active; inactive = no such curve, though single readings can be large or run the other way; also: nearly all actives have a fitted effect of over 30% in size; many of its hits are not listed in these tables
Target sequence (P63096 whole entry, looked up): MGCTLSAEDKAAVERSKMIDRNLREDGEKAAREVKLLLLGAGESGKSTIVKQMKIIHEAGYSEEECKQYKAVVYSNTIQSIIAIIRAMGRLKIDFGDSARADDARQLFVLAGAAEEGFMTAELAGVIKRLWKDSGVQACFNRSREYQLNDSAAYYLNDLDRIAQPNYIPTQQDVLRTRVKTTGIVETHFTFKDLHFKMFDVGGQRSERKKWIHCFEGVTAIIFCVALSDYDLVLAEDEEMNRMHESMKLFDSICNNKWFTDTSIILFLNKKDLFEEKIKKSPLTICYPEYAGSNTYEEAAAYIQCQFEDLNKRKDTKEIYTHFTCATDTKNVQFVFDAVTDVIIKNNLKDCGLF
L3MBTL1 inh: inhibitors of human L3MBTL1; AlphaScreen L3MBTL1–H3K9me1 peptide binding; Q9Y468; Potency, µM (doses to about 57.1 µM), inactives show top-dose activity, negative = inhibition, usual class: inhibitors; actives 0.66% (n = 230,000); also: nearly all actives have a fitted effect of over 60% in size
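L3MBTL1 (50 nM) pre-complexed 30 min with biotinylated H3(1-15)K9me1 peptide (75 nM), then compounds added for 30 min at room temperature; AlphaScreen streptavidin donor/nickel chelate acceptor beads (10 ug/mL final) read after 30 min dark incubation.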
RECQ1 helicase: blocks DNA unwinding by human RECQ1 | P46063 | Potency, µM (titrated, usually from 57.3 µM), for inactives: top-dose activity, negative = inhibition, usual class: inhibitors | RECQ1 DNA unwinding, red fluorescence kinetic read | actives 0.54% (n = 240,000);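 also: plate controls were vehicle for no effect and no enzyme for full effect; nearly all actives have a fitted effect of over 30% in size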
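50 nM RECQ1T1 preincubated 15 min with compound in Tris pH 8.0 buffer with MgCl2, DTT, Tween-20 and 2.5 ug/ml poly(dI-dC); started with 200 nM TAMRA/BHQ-2 forked duplex and 2 mM ATP. Unwinding read as fluorescence (525/598 nm), two reads 2 h apart.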
JMJD2E inh: JMJD2E (human) inhibition | B2RXH2 | JMJD2E catalytic domain, FDH-coupled NADH fluorescence (FDH is formaldehyde dehydrogenase) | Potency, µM (highest dose often 57.1 µM), for the others: top-dose activity change, negative = inhibition, usual class: inhibitors | actives 1.6% (n = 230,000) | AID 2147; active = well fitted inhibition curve with a large enough effect, not every such curve was filed as active; inconclusive = small, poorly fitted or top-dose-only effect, or another doubt; inactive = no such curve, though single readings can be large or run the other way;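 also: 0% = wells with enzyme and -100% = buffer wells without enzyme; nearly all actives have a fitted effect of over 50% in size; many of its hits are not listed in these tables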
Active calls of the source: *; i = inactive; u = inconclusive; x = no result given; & = joins results of further samples; [ ] = remark or other dose. Unless noted, calls follow the shape of the dose curve; as a rule, active = well fitted curve in the direction sought with a large enough effect; inconclusive = small, poorly fitted or top-dose-only effect, or another doubt; inactive = no such curve, though single readings can be large; an effect the other way counts as inactive or inconclusive. Unless noted, % is scaled to controls: 0 for no effect and ±100 for the full control effect; potency is read from the fitted curve at half-maximal effect. Some of the compounds tested. The share of hits here may be higher or lower than overall.

cpd | smiles | Tau fibril ThT | Tau fibril FP | TR SRC2 fluor cs | TRb SRC2 PPI | GoLoco inh red | L3MBTL1 inh | RECQ1 helicase | JMJD2E inh
1 | CCOc1ccc(CCNC(=O)CCCc2nnc3n(CC(C)C)c(=O)c4sccc4n23)cc1 | -13% | 3% | -1% | -8% | x | x | x | x
2 | Cc1nnc(NC(=O)CCCCCN2C(=O)C3C4C=CC(C4)C3C2=O)s1 (stereo unspecified) | -3% | -1% | 0% | 8% | -5% | 11% | -3% | -1%
3 | O=C(c1ccc(Br)o1)N1CCN(c2ccc3nnc(-c4ccccc4)n3n2)CC1 | u | -2% | -3% | -23% | 0% | -3% | -4% | -17%
4 | CN(C)C(CNS(=O)(=O)c1ccc(Cl)cc1)c1cccnc1 (stereo unspecified) | -14% | 3% | 2% | 8% | 11% | -5% | -1% | -6%
5 | Cc1ccsc1C(=O)NNC(=O)C1CCCCC1C(=O)O (stereo unspecified) | 4% | -1% | 0% | 5% | 4% | -2% | -1% | 7%
6 | CCCn1c(=S)[nH]c2cc(Cl)ccc21 | -16% | -2% | 1% | -4% | 2% | x | i | -8%
7 | CSc1nc(C)cc(-n2ccc(=O)[nH]c2=O)n1 | -1% | -4% | -6% | 5% | 3% | 3% | -3% | 0%
8 | COC(=O)c1noc(C)c1-c1ccnn1C(=O)c1ccc(Cl)cc1 | -9% | u | -8% | -5% | 6% | 0% | -1% | -6%
9 | COC(=O)c1sc2cccc(F)c2c1S(=O)(=O)N1CCN(c2ccc(C)cc2C)CC1 | 2% | -4% | 1% | 9% | x | x | x | x
10 | CC(C)CNC(=O)c1coc(=O)c(Br)c1 | -17% | -1% | -2% | -8% | 8% | x | -3% | u
11 | O=C(c1ccccc1)N1CCN(S(=O)(=O)c2ccccc2)CC1 | x | 0% | -1% | -1% | -10% | x | 4% | 1%
12 | COc1ccc(C(=S)Nc2ccc(C)cc2)cc1 | -8% | 3% | 0% | -1% | -14% | -1% | 2% | -2%
13 | O=C(Nc1ccc(F)cc1)NC1CCCCC1 | -7% | 6% | -1% | -4% | 7% | x | -6% | 5%
14 | COc1cc(C2c3sc(=O)[nH]c3SC3C(=O)N(c4ccc(Br)cc4)C(=O)C32)ccc1O (stereo unspecified) | u | 3% | -3% | -2% | -4% | -28% | i | -8%
15 | COc1ccccc1C(=O)Nc1cccnc1 | -4% | -6% | 3% | 1% | 5% | x | i | 1%

An excerpt from above in order of molar mass, high to low.
cpd | smiles | Tau fibril ThT | Tau fibril FP | TR SRC2 fluor cs | TRb SRC2 PPI | GoLoco inh red | L3MBTL1 inh | RECQ1 helicase | JMJD2E inh
3 | O=C(c1ccc(Br)o1)N1CCN(c2ccc3nnc(-c4ccccc4)n3n2)CC1 | u | -2% | -3% | -23% | 0% | -3% | -4% | -17%
2 | Cc1nnc(NC(=O)CCCCCN2C(=O)C3C4C=CC(C4)C3C2=O)s1 (stereo unspecified) | -3% | -1% | 0% | 8% | -5% | 11% | -3% | -1%
13 | O=C(Nc1ccc(F)cc1)NC1CCCCC1 | -7% | 6% | -1% | -4% | 7% | x | -6% | 5%

The listing continues:
cpd | smiles | Tau fibril ThT | Tau fibril FP | TR SRC2 fluor cs | TRb SRC2 PPI | GoLoco inh red | L3MBTL1 inh | RECQ1 helicase | JMJD2E inh
16 | COc1ccc(NC(=O)c2ccccc2NS(=O)(=O)c2ccc(C)cc2)c([N+](=O)[O-])c1 | u | 8% | -2% | 5% | 10% | -9% | -7% | -3%
17 | CCOc1ccc(C(=O)NC(C(=O)NCC2CCCO2)C(C)C)cc1 (stereo unspecified) | 4% | -1% | -2% | -4% | 7% | 24% | -7% | 2%
18 | Cc1cc2oc(=O)cc(CN3CCN(Cc4ccc5c(c4)OCO5)CC3)c2cc1C | -7% | -6% | -3% | -1% | 5% | -1% | 1% | -5%
19 | Oc1ccc(-c2csc(-c3ccccc3)n2)cc1O | 10µM* | -2% | -6% | 4% | -6% | -14% | -5% | u
20 | COc1ccc(Cc2nn3c(-c4ccccc4OC)nnc3s2)cc1 | -24% | 1% | -5% | 0% | 8% | x | -3% | -24%
21 | COc1ccc2nc(N(Cc3cccnc3)C(=O)c3ccc4c(c3)OCCO4)sc2c1 | -5% | -3% | -1% | -8% | x | x | x | x
22 | COc1ccccc1C(=O)Nc1ccc(C(=O)/C=C/c2cccs2)cc1 | u | -7% | -6% | -2% | -1% | -12% | -3% | 14%
23 | CCCc1cc(=O)oc2c(C)c(OCC(=O)c3ccc(N4CCCC4)cc3)ccc12 | -16% | 5% | 0% | -12% | 2% | 2% | 1% | 5%
24 | Cc1cccc(C)c1N1CCN(C(=O)N2CCCCC2)CC1 | -10% | 7% | 1% | -3% | -4% | -9% | i | -6%
25 | CN[C@]1(C)[C@H]2CC[C@@H](C2)C1(C)C | x | x | 0%[53 µM] | -3%[53 µM] | 0%[21.6 µM] | x | -9%[25.9 µM] | 8%[25.5 µM]
26 | COc1ccc(-c2nnn(CC#N)n2)cc1OC | u | -4% | 0% | -4% | 18% | x | i | -4%
27 | COc1ccc([N+](=O)[O-])cc1NC(=O)COC(C)=O | -6% | -4% | -2% | 1% | -21% | x | 0% | 3%
28 | Cc1cccc(NC(=O)C2Cc3ccccc3CN2C(=O)OCc2ccccc2)c1C (stereo unspecified) | -12% | 3% | 0% | -8% | 2% | -7% | -13% | -10%
29 | Cc1ccc(Cc2nc(-c3cccc(C)c3)no2)cc1 | -14% | -9% | 2% | -5% | 1% | 21%[11.4 µM] | i | -7%
30 | COc1ccc(C(=O)/C=C/c2ccc(OC)c(COc3ccccc3F)c2)cc1 | u | -4% | u | -2% | 17% | -2% | -11% | -1%
31 | N#CC(=NCc1cccnc1)C1=C(O)c2ccccc2C1=O | -18% | 0% | -9% | -4% | -38% | 55%[activator] | -3% | -17%
32 | COCCNC(=S)N/N=C(\C)c1ccc(-n2ccnc2)cc1 | -13% | 2% | 0% | 0% | -9% | -4% | -4% | 6%
33 | Cc1onc(-c2ccccc2)c1C(=O)Nc1sc2c(c1C#N)CCC(C)C2 (stereo unspecified) | 0% | 4% | 1% | 1% | 8% | -2% | -6% | u
34 | O=C(NNC(=O)C12CC3CC(CC(C3)C1)C2)c1cnccn1 | -3% | 8% | 1% | 1% | 4% | 22% | -16% | -8%
35 | c1ccc(-c2nc(NCCCn3ccnc3)c3ccccc3n2)cc1 | -13% | -7% | -2% | 10% | 5% | x | -15% | -1%
36 | COC(=O)c1cccc(-n2c(CCC(=O)O)ccc2-c2cccs2)c1 | u | 2%&-1% | -2%&-2% | 7%&1% | -2% | -13% | i | 25µM*
37 | Cc1cc(C(=O)COC(=O)c2ccc[nH]c2=O)c(C)n1-c1ccc(F)cc1 | -1% | -5% | 0% | -16% | 7% | -9% | -2% | -4%
38 | Clc1ccc(-c2cc(-c3nnc4n3CCCCC4)c3ccccc3n2)cc1 | -15% | 1% | -5% | 3% | x | -1% | -6% | u
39 | O=C1CNC(=S)N1CCc1ccc(O)c(O)c1 | x | -8% | 1% | 6% | -12% | x | -2% | 13µM*
40 | C#CCNC(=O)C1=C[C@H](c2coc3ccccc3c2=O)[C@@H](CCCO)[C@H](OCC)O1 | 8% | 7% | 0% | -1% | -1% | 3% | 5% | 10%
41 | CNc1cc(N2CCCC2)ccc1[N+](=O)[O-] | u | -7% | -2% | 2% | 4% | -3%[11.4 µM] | i | -9%
42 | COc1cccc(C(c2sc3nc(-c4ccco4)nn3c2O)N2CCCC2)c1 (stereo unspecified) | -8% | -17% | 0% | -5% | x | x | x | x
43 | O=C(N[C@@H](Cc1ccccc1)C(=O)OCc1ccccc1)c1nc[nH]c1C(=O)N1CCc2ccccc2C1 | -14% | u | -1% | 4% | 5% | x | -20% | 13%
44 | COc1ccccc1CN1CCN(Cc2nc(-c3ccccc3)no2)CC1 | 1% | -3% | 2% | 13% | 27% | u | 10% | -2%
45 | CCC(=O)Nc1ccc2c(c1)nc(CCN1CCN(C)CC1)n2C | 3% | 2% | 0% | 1% | x | 3% | i | -15%
46 | CCn1c(=O)n(CC(=O)NC2CCCC(C)C2C)c(=O)c2ccccc21 (stereo unspecified) | -6% | -1% | 1% | 9% | -6% | -1% | -3% | 0%
47 | O=C(COC(=O)c1cccc(NS(=O)(=O)c2ccc(F)c(F)c2)c1)NC(=O)NC1CCCCC1 | 4% | 1% | -1%[53 µM] | -4%[53 µM] | -22% | 2% | -4% | 1%
48 | CCN(CC)c1ccc(/C=C2\NC(=O)NC2=O)cc1 | u | 9% | -2% | 4% | 23% | -4% | 1% | -1%
49 | CCCCn1nc(NC(=O)c2cccc(Cl)c2)c2cc3ccc(C)cc3nc21 | 2% | -2% | -40% | -2% | x | x | x | x
50 | Cc1ccc(S(=O)(=O)Nc2nc3ccccc3nc2NCC2CCCO2)cc1C (stereo unspecified) | -4% | 9% | -2% | -4% | -2% | 8% | 0% | u
51 | CN(CC(=O)Nc1ccccc1C(F)(F)F)C(=O)CSc1nnnn1C | 4% | -1% | -7% | -1% | 2% | 0% | -2% | -11%
52 | CNCC(=O)Nc1ccc(Cl)c(C(F)(F)F)c1 | 3% | -9% | -5% | -7% | 7% | 5% | -12% | 2%
53 | O=C(CN1C(=O)NC2(CCCC2)C1=O)N1CCN(C(=O)c2ccco2)CC1 | 3% | 8% | -6% | 1% | 0% | 1% | -1% | 6%
54 | CCOC(=O)C(C)NC(=O)c1cc2c(=O)[nH]c3ccc(C)cc3c2s1 (stereo unspecified) | 1% | -3% | 5% | 0% | x | x | x | x
55 | O=C(c1ccc(CN2CCc3ccccc3C2)cc1)N1CCc2ccccc2C1 | -8% | 4% | 3% | -5% | -1% | 0% | i | -2%
56 | COc1cccc(NC(=O)CCNS(=O)(=O)c2ccc(Br)s2)c1 | -2% | -9% | 10% | 2% | x | x | x | x
57 | COCCN(C(=O)c1ccco1)c1nnc(-c2ccc(F)cc2)s1 | -12% | 11% | -4% | 5% | 5% | 7% | i | -14%
58 | CCCN1C(=O)c2oc3cc(C)cc(C)c3c(=O)c2C1c1ccc(F)cc1 (stereo unspecified) | 3% | -1% | 1% | -7% | x | x | x | x
59 | Cc1nc2ccc(S(=O)(=O)NC(CC(C)C)C(=O)N3CCN(c4ccc(F)cc4)CC3)cc2s1 (stereo unspecified) | -17% | -1% | -31% | -2% | x | x | x | x
